KCNH2 WT inh – qHTS for Inhibitors of KCHN2 3.1: Wildtype qHTS; activity change, % at 1.84 µM; 340,000 compounds, 0.37% hits; AID 720551, 2013; U2OS, BacMam KCNH2, thallium flux FluxOr; active compounds read low; Voltage-gated inwardly rectifying potassium channel KCNH2 (Homo sapiens), Q12809;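 active means maximum activity change below -70%; inconclusive means maximum activity change between -70% and -50%; inactive means maximum activity change above -50%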
Target sequence (Q12809 whole entry, looked up): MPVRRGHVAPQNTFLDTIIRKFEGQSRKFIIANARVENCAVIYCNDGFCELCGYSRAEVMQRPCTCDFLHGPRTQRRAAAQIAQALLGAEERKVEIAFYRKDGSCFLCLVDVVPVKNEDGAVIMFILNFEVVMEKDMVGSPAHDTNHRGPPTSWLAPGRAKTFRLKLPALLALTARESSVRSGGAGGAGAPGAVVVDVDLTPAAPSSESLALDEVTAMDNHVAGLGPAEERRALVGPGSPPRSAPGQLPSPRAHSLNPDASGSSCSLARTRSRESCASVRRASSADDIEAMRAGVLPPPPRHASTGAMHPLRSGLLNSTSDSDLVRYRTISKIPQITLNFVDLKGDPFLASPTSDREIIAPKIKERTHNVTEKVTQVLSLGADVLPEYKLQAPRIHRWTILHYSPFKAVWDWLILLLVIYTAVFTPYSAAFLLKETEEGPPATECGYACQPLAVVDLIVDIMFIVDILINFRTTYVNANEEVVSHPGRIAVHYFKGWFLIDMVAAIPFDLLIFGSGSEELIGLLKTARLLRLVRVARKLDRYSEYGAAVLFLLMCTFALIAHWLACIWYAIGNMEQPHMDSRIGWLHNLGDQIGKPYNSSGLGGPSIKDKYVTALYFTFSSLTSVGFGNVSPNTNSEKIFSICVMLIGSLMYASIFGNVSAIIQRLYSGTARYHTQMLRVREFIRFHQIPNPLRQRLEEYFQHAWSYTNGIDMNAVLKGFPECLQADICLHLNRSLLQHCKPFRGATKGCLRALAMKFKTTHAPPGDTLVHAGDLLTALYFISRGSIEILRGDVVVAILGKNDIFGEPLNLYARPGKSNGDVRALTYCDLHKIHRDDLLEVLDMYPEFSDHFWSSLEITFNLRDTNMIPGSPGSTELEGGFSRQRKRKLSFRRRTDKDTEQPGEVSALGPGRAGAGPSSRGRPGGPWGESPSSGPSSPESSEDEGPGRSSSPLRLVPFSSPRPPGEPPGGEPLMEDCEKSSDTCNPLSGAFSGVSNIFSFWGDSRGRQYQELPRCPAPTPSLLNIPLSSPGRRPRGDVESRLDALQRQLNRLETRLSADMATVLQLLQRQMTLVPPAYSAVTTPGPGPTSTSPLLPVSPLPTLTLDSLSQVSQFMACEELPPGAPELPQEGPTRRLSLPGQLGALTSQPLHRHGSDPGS
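U2OS cells were transduced with wild-type KCNH2 virus (2.03 x 10^8 / mL) for 4 h at room temperature, then cultured overnight at 37 C. Thallium flux was read with FluxOr dye. Rate constants were normalized to DMSO controls.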
* hit, by the source's call; ? = inconclusive. On the % scale 0 is the no-effect control and ±100 the full control effect.

cpd	molecule	KCNH2 WT inh
1	Cc1ccc(S(=O)(=O)N2C[C@H]3N(C(=O)OC(C)C)N(C(=O)OC(C)C)C[C@H](OC(=O)NC4CCCC4)[C@@]3(O)C2)cc1	2.0
2	Cc1cccc(-n2cnc3cc(C(=O)NCC4CCCO4)ccc32)c1 (stereo not given)	-6.3
3	Cc1noc(C)c1S(=O)(=O)N(C)C[C@@H]1OCc2cnnn2CCCC(=O)N([C@H](C)CO)C[C@@H]1C	3.4
4	CCCCN1C(=O)C(CC(=O)NC2CCCC2)CC(C(=O)N2CCOCC2)=C1C (stereo not given)	7.4
5	CCC(CC)c1nnc(NC(=O)Cc2c[nH]c3ccccc23)s1	-7.8
6	CC(C)CN(C(=O)CSc1nc2ccccc2[nH]1)c1c(N)n(Cc2ccccc2)c(=O)[nH]c1=O	-1.5
7	CN(C)c1ccc(C=O)c(Oc2ccccc2)c1	-1.7
8	CC(C)OC(=O)N(C)C[C@@H]1OCc2ccccc2-c2c(n(C)c3ccccc23)C(=O)N([C@@H](C)CO)C[C@H]1C	7.2
9	O=C(O)C(Cc1ccccc1)N1C(=O)C=CC1=O (stereo not given)	5.5
10	O=C(O)C(=Cc1ccc([N+](=O)[O-])cc1)c1cccc(Cl)c1	-11.6
11	Clc1ccc2nc(C(Cl)(Cl)Cl)[nH]c2c1	6.1
12	Cc1oc(-c2ccc(F)cc2F)nc1CN1CCN(C(=O)c2ccco2)CC1	5.9
13	COc1ccc(-c2csc(N(CCCN(C)C)C(=O)c3ccc(OC)c(OC)c3)n2)cc1	29.4
14	O=C(C1CCCCC1)N1C[C@H](O)[C@@H](n2cc(-c3ccc(F)cc3)nn2)C[C@@H]1c1ccccc1	-6.6
15	CNC(=O)C[C@@H]1C(=O)N(c2ccc(OC)cc2)CC1(C)C	-16.8

Look-ups from the entries so far.
KCNH2 WT inh, compound 14 → -6.6
KCNH2 WT inh, compound 12 → 5.9
KCNH2 WT inh, compound 8 → 7.2
KCNH2 WT inh, compound 13 → 29.4

Next part.
cpd	molecule	KCNH2 WT inh
16	CC(=O)c1c(C)[nH]c(C(=O)OC(C)C(=O)NC2CCCCC2)c1C (stereo not given)	2.3
17	O=[N+]([O-])c1ccc(N2CCN(Cc3ccccc3)CC2)c2c1no[n+]2[O-]	9.6
18	O=C1NC(=O)C2C3OC(C(Br)C3Br)C12 (stereo not given)	0.9
19	COc1ccc([C@H]2N[C@]3(CCCN(Cc4ccc(Cl)cc4)C3=O)[C@H]3C(=O)N(Cc4ccccc4)C(=O)[C@@H]23)cc1	5.0
20	Cc1cccc(N(CC(=O)N2CCCC2)S(C)(=O)=O)c1C	-13.0
21	Cc1ccc([C@H]2N[C@]3(CCCN(Cc4ccc(C(F)(F)F)cc4)C3=O)[C@H]3C(=O)N(C)C(=O)[C@@H]23)cc1	19.0
22	Cc1ccccc1Nc1nc(N)nc(COC(=O)c2nn(C)c(=O)c3ccccc23)n1	-0.5
23	O=C1NN(c2ccccc2)C(=O)C1=Cc1ccccc1	-2.3
24	Cc1cccc(S(=O)(=O)N(C)C[C@H]2OCc3cnnn3CCCC(=O)N([C@@H](C)CO)C[C@H]2C)c1	-36.2
25	COc1cc(/C=N/NC(=O)c2nnn(-c3nonc3N)c2C)ccc1OCc1ccc(Cl)cc1	4.8
26	CN[C@H](C)C(=O)NC[C@H]1O[C@@H](n2ccc(N)nc2=O)[C@H](O)[C@@H]1O	1.7
27	COc1ccc([C@H]2N[C@]3(CCCN(Cc4ccccc4)C3=O)[C@H]3C(=O)N(C)C(=O)[C@@H]23)cc1	2.7
28	O=C(c1cccs1)N1C[C@@H](O)[C@H](n2cc(-c3ccc(F)cc3)nn2)C[C@@H]1c1ccc(Cl)cc1	-9.0
29	Cc1ccccc1NC(=O)Cc1nc(COC(=O)c2nccnc2N)cs1	26.3
30	O=C1NC(Cc2ccc(O)cc2)c2nc3ccc(F)cc3c(=O)n2-c2ncccc21 (stereo not given)	1.2

(cont.)
cpd	molecule	KCNH2 WT inh
31	COc1ccc2nc3n(c(=O)c2c1)-c1ncccc1C(=O)NC3C (stereo not given)	11.5
32	COc1ccc(C(=O)COC(=O)C2COc3ccccc3O2)c(OC)c1 (stereo not given)	-10.9
33	COc1ccc(C(=O)N2CCc3ccccc3C2)cc1S(=O)(=O)N1CCCC1	1.5
34	Cc1ccn2c(-c3csc(Nc4ccc(C(=O)O)cc4)n3)c(C)nc2c1	-13.9
35	CCCCN1C(=O)C(CC(=O)NCc2cccs2)CC(C(=O)N(C)C)=C1C (stereo not given)	-2.6
36	O=C(C[C@H]1C(=O)N(Cc2cccnc2)C[C@@H]1Cc1ccccc1)Nc1ccc(Br)cc1	5.0
37	CCCCCCNC(=O)O[C@H]1Cn2c(=O)ccc(=O)n2[C@@H]2CN(S(=O)(=O)c3ccc(C)cc3)C[C@]12O	14.6
38	O=C1OC(COCC#Cc2ccccc2)CN1c1ccccc1 (stereo not given)	-7.8
39	C[C@H]1CN([C@@H](C)CO)C(=O)c2cc(Br)cnc2O[C@H]1CN(C)C(=O)c1ccccn1	-3.6
40	O=C(CCN1CCCO1)N1CCCC(Nc2cccc(F)c2)C1 (stereo not given)	1.9
41	N#CCC(=O)Nc1ccc(C(=O)OCC(=O)Nc2cc(-c3ccccc3)nn2-c2ccccc2)cc1	26.5
42	C[C@H](CO)N1C[C@H](C)[C@@H](CN(C)S(=O)(=O)c2ccc(Cl)cc2)OCc2cnnn2CCCC1=O	0.9
43	Cc1ccc(NC(=O)CN(C)C(=O)c2cccc(S(=O)(=O)N3CCc4ccccc4C3)c2)cc1	0.8
44	COC(=O)C[C@@H]1C[C@H]2c3cc(NS(C)(=O)=O)ccc3O[C@H]2[C@H](CO)O1	-14.0
45	Cn1c(=O)c2c(-c3ccccc3)n(-c3ccccc3)cc2n(C)c1=O	4.7

More results.
cpd	molecule	KCNH2 WT inh
46	C[C@H](CO)N1C[C@H](C)[C@@H](CN(C)C(=O)CCCN(C)C)OCc2cn(nn2)CCCC1=O	-5.7
47	O=C(c1ccc(N2C(=O)c3ccccc3C2=O)cc1)N1CCN(S(=O)(=O)c2ccccc2F)CC1	6.5
48	O=C1OC(O)c2cccc3cccc1c23 (stereo not given)	5.0
49	CC1Cc2ccccc2N1C(=O)CN1CCN(S(=O)(=O)c2ccc3c(c2)OCCCO3)CC1 (stereo not given)	2.8
50	CCOc1ccccc1NC(=O)c1cc2ccccc2o1	?
51	Cc1ccc([C@H]2C[C@@H](n3cc(-c4ccc(F)cc4)nn3)[C@H](O)CN2C(=O)c2cccs2)cc1	4.6
52	O=C(O)c1cnc2ccc(Cl)cc2n1	-4.7
53	COc1ccc(OCC(=O)N2CCN(S(=O)(=O)c3ccc4c(c3)OCCO4)CC2)cc1	11.3
54	O=C(NCC(=O)N1CCN(Cc2c(F)cccc2Cl)CC1)c1cccs1	10.1
55	CC[C@H](C)[C@H]1CNC(=S)N1CC1CCN(CCC(C)C)CC1	-5.2
56	CCC/C=C/c1ccc(CN2C(C)C(=O)N(Cc3cn(CCOCOC)nn3)CCS2(=O)=O)cc1 (stereo not given)	3.0
57	CN(c1ccccc1)S(=O)(=O)c1cccc(C(=O)NCC(c2cccs2)N2CCOCC2)c1 (stereo not given)	22.9
58	CC(Oc1ccccc1)C(=O)N1CCN(S(=O)(=O)c2ccc(OC(F)(F)F)cc2)CC1 (stereo not given)	-9.0
59	O=C(COC(=O)c1cccnc1Cl)Nc1ccc(N2CCOCC2)cc1	-6.6
60	NC(=S)NN=Cc1nccc2c(N)cccc12	-21.3

Other compounds:
cpd	molecule	KCNH2 WT inh
61	CCN(CC)S(=O)(=O)c1ccc(O)c(C(=O)OCC(=O)N2CCCc3ccccc32)c1	4.5
62	COc1ccc(CCN2CC(C(=O)OCC(=O)c3c(N)n(CC(C)C)c(=O)n(C)c3=O)CC2=O)cc1OC (stereo not given)	-0.1
63	C[C@H](CO)N1C[C@H](C)[C@@H](CN(C)C(=O)Nc2ccc(F)cc2)Oc2ncc(-c3ccc(F)cc3)cc2C1=O	29.6
64	O=C(C1CCCCC1)N1C[C@@H](O)[C@H](n2cc(-c3ccc(F)cc3)nn2)C[C@@H]1c1ccc(Cl)cc1	-1.0
65	COC(=O)N(C)C[C@H]1OCc2cnnn2CCCC(=O)N([C@@H](C)CO)C[C@@H]1C	-8.0
66	C[C@@H]1CN([C@H](C)CO)C(=O)CCCn2nncc2CO[C@@H]1CN(C)C(=O)CCC(F)(F)F	7.2
67	CCCCN1C(=O)C(CC(=O)NCCCCc2ccccc2)CC(C(=O)N2CCOCC2)=C1C (stereo not given)	-6.3
68	O=C(Nc1ccn(CCCN2CCN(c3ncccn3)CC2)c(=O)n1)OCc1ccccc1	-73.7*
69	Cc1ccc(CNS(=O)(=O)c2ccc(-n3cccn3)cc2)cc1	0.3
70	CC1=C(C(=O)N2CCOCC2)CC(CC(=O)NCCCCc2ccccc2)C(=O)N1Cc1ccc(C(C)(C)C)cc1 (stereo not given)	12.4
71	COCCCNC1=C(C#N)C(=O)NC(c2cccc([N+](=O)[O-])c2)S1 (stereo not given)	-5.2
72	CCCCCC(=O)N1C[C@@H](O)[C@H](n2cc(COC(=O)c3ccccc3)nn2)C[C@@H]1c1ccc(C)cc1	-3.7
73	O=C1OCCC1=COCCCCOC=C1CCOC1=O	0.2
74	C[C@H]1Cn2cnc(C(=O)Nc3ccc(CNC(=O)OC(C)(C)C)cc3)c2C(=O)N1	12.3
75	COc1cccc(CN2C(=NC(=O)C3CCCO3)SC3CS(=O)(=O)CC32)c1 (stereo not given)	11.3

5 entries already listed, arranged by number of heavy atoms, descending.
cpd	molecule	KCNH2 WT inh
70	CC1=C(C(=O)N2CCOCC2)CC(CC(=O)NCCCCc2ccccc2)C(=O)N1Cc1ccc(C(C)(C)C)cc1 (stereo not given)	12.4
65	COC(=O)N(C)C[C@H]1OCc2cnnn2CCCC(=O)N([C@@H](C)CO)C[C@@H]1C	-8.0
17	O=[N+]([O-])c1ccc(N2CCN(Cc3ccccc3)CC2)c2c1no[n+]2[O-]	9.6
69	Cc1ccc(CNS(=O)(=O)c2ccc(-n3cccn3)cc2)cc1	0.3
23	O=C1NN(c2ccccc2)C(=O)C1=Cc1ccccc1	-2.3

The results go on:
cpd	molecule	KCNH2 WT inh
76	Cc1ccc(S(=O)(=O)NN=C2CCc3ccccc32)cc1	1.5
77	CCOc1ccc(S(=O)(=O)NCCC(=O)NCC(c2ccc(OC)cc2)N2CCOCC2)cc1 (stereo not given)	0.5
78	Cc1cccc(S(=O)(=O)N(C)C[C@@H]2OCc3cnnn3CCCC(=O)N([C@H](C)CO)C[C@@H]2C)c1	0.5
79	C[C@@H]1CN([C@@H](C)CO)C(=O)c2cc(Br)cnc2O[C@H]1CN(C)Cc1cccnc1	14.1
80	CC1=C(C(=O)N2CCOCC2)CC(CC(=O)NC2CCCCC2)C(=O)N1Cc1ccc(C(C)(C)C)cc1 (stereo not given)	-8.7
81	CCN(Cc1ccc(Br)s1)C(=O)CSc1nnc(C2CC2)n1C1CC1	3.7
82	Cc1onc(-c2ccccc2)c1-c1nnc(COC(=O)c2ccc(F)cc2)o1	15.3
83	C=CCn1c(SCC(=O)Nc2c(C)n(C)n(-c3ccccc3)c2=O)nnc1-c1ccncc1	-6.5
84	CCN1C(=O)[C@H]2[C@@H](c3ccc(OC)cc3)N[C@]3(CCCN(CC4CCCCC4)C3=O)[C@H]2C1=O	-11.9
85	CCCCCC(=O)N1C[C@H](n2cc(C3CC3)nn2)[C@@H](O)C[C@@H]1c1ccc(Cl)cc1	-0.4
86	COC(=O)C[C@H]1C[C@@H]2c3cc(NC(=O)CN(C)C)ccc3O[C@@H]2[C@H](CO)O1	-10.7
87	CC1=C(C(=O)N(C)C)CC(CC(=O)NCCc2ccccn2)C(=O)N1CCC1=CCCCC1 (stereo not given)	4.5
88	CS(=O)(=O)c1ccc(Cl)c(NC(=O)c2ccc(-n3cncn3)c([N+](=O)[O-])c2)c1	15.8
89	COc1cccc(COC(=O)C(Cc2ccccc2)NC(=O)c2ccco2)c1 (stereo not given)	28.3
90	CC1NC(=O)c2cccnc2-n2c1nc1cc(F)c(F)cc1c2=O (stereo not given)	2.5

(next part)
cpd	molecule	KCNH2 WT inh
91	CCCCCC(=O)N1C[C@@H](n2cc(C3CC3)nn2)[C@H](O)C[C@@H]1c1ccc(OC)cc1	5.0
92	Cc1nc2ccccn2c(=O)c1NC(=O)c1ccc(Br)o1	-6.3
93	NC(=O)C1CC(=O)N(c2ccc(OCc3ccc(Cl)c(Cl)c3)cc2)C1 (stereo not given)	-3.4
94	COc1nc(=O)n(C2C=CC(=O)O2)cc1F (stereo not given)	-13.4
95	O=C(O)CSc1ccn(Cc2ccccc2)c1	2.3
96	c1ccc2c(c1)COc1c3ncccc3nn1-2	9.9
97	O=C(COC(=O)c1ccc(F)cc1F)Nc1ccc(S(=O)(=O)N2CCOCC2)cc1	-10.8
98	C[C@@H]1CN([C@@H](C)CO)C(=O)CCCn2cc(nn2)CO[C@H]1CN(C)C(=O)c1cc(-c2ccccc2)on1	-0.2
99	COc1cccc(-c2ccc3c(c2)O[C@@H](CN(C)C(=O)C2CCOCC2)[C@H](C)CN([C@H](C)CO)S3(=O)=O)c1	-13.7
100	C[C@H]1C(=O)N(C)CCN1C(=O)c1ccc(OC2CCN(CCc3ccccc3)CC2)cc1	20.8
101	CC1=C(C(=O)N2CCOCC2)CC(CC(=O)NCC2CCCCC2)C(=O)N1CCC1=CCCCC1 (stereo not given)	2.5
102	CN1OC[C@@H]2CN[C@H](c3cccc(N4CCOCC4)c3)C[C@@H]21	-5.4
103	C[C@H](CO)N1C[C@H](C)[C@@H](CN(C)Cc2ccccc2)OCCCC[C@H](C)Oc2ccc(N(C)C)cc2C1=O	-3.6
104	FC(F)(F)C(F)(F)c1nc2nc(Cl)c(Cl)nc2[nH]1	-5.1
105	O=C(OCc1cn([C@@H]2C[C@H](c3ccccc3)N(C(=O)C3CCCCC3)C[C@H]2O)nn1)c1ccccc1	5.7
106	C[C@@H]1CN([C@H](C)CO)S(=O)(=O)c2ccc(Br)cc2O[C@H]1CN(C)C(=O)C1CC1	0.5
107	CC1=C(C(=O)N(C)C)CC(CC(=O)NCc2cccs2)C(=O)N1CCCN1CCCC1=O (stereo not given)	?

Screens from PubChem.

This is a subset; count on the stated rates, not on these rows.
